Sm TGR block = qHTS Assay for the Inhibitors of Schistosoma Mansoni Peroxiredoxins; Schistosoma mansoni thioredoxin glutathione reductase (TGR), Q962Y6; purified TGR, DTNB reduction, TNB absorbance 405 nm; Potency, µM (highest dose often 114 µM), without a hit: at the highest dose activity change, negative = inhibition, actives largely listed as inhibitors; 360,000 compounds, 3% hits; AID 485364, 2010; note: potency is the fitted concentration of half-maximal effect; % is set by controls: 0 for no effect and ±100 for the full control effect; nearly all actives have a fitted effect of over 60% in size
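First, TGR (20 nM dispensed) and NADPH were mixed with compound. Second, a 15 min room-temperature incubation followed. Third, further NADPH and then DTNB were added to start the reaction. Finally, TNB absorbance was monitored kinetically.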
Shiga inhibitor = A qHTS for Small Molecule Inhibitors of Shiga Toxin | 290,000 compounds, 9.2% hits | Vero cells, Shiga toxin protein synthesis inhibition reporter | inhibition, % at 38.7 µM | AID 2315, 2010; in the data active = inhibition mostly above about 28%, no sharp cut-off; inactive = mostly below about 43%; note: 0% is about no effect
Pf growth 96h = Primary qHTS for delayed death inhibitors of the malarial parasite plastid, 96 hour incubation. P. falciparum luciferase reporter growth, 96 h. Potency, µM (top dose mostly 28.7 µM), without a hit: at the top dose activity change, negative = inhibition, actives largely listed as inhibitors. 320,000 compounds, 6.9% hits; note: potency is the fitted concentration of half-maximal effect; % is set by controls: 0 for no effect and ±100 for the full control effect
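P. falciparum expressing integrated firefly luciferase grown in erythrocytes (2% hematocrit, 0.05% parasitemia final) with compounds for 96 hours at 37 C, 5% CO2. Growth inhibition read as loss of luminescence after adding luciferase detection reagent.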
Pf growth 48h = Primary qHTS for delayed death inhibitors of the malarial parasite plastid, 48 hour incubation. 310,000 compounds, 5.9% hits. P. falciparum luciferase growth in erythrocytes, 48 h. Potency, µM (highest dose often 28.7 µM), inactives show top-dose activity change, negative = inhibition, hits mostly inhibitors; note: potency is the fitted concentration of half-maximal effect; % is set by controls: 0 for no effect and ±100 for the full control effect
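A one-generation exposure of luciferase-tagged malaria parasites in RPMI 1640/Albumax erythrocyte culture, 37 C and 5% CO2. Inhibition is inferred from decreased luminescence after adding detection reagent.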
CHX counter = Cycloheximide Counterscreen for Small Molecule Inhibitors of Shiga Toxin; cell reporter, cycloheximide protein synthesis inhibition counterscreen; max response, %; 300,000 compounds, 12% hits; AID 2314, 2010; in the data active = max response mostly above about 13%, no sharp cut-off; inactive = mostly below about 14%; note: read at 38.3 µM for the half of the compounds with a filed dose; 0% is about no effect
FBPA Giardia inh = qHTS Assay for Inhibitors of Fructose-1,6-bisphosphate Aldolase from Giardia Lamblia. purified Giardia FBPA. Potency, µM (highest dose often 59.6 µM), inactives show top-dose activity, negative = inhibition, most hits filed as inhibitors. 290,000 compounds, 0.71% hits; note: potency is the fitted concentration of half-maximal effect; % is set by controls: 0 for no effect and ±100 for the full control effect; nearly all actives have a fitted effect of over 55% in size
Target sequence (A8B2U2 whole entry, looked up): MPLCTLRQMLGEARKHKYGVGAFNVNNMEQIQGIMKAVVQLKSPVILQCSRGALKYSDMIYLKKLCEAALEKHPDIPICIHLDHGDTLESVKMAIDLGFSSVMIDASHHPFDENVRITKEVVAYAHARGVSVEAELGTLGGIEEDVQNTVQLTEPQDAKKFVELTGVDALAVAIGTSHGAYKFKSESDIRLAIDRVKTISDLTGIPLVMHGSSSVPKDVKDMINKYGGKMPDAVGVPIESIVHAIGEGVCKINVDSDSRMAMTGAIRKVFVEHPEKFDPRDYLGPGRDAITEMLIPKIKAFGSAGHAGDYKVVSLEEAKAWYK
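Giardia FBPA (40 nM reagent) was preincubated 10 min at RT with compound (up to 57.5 uM final), then substrate plus GAPDH/TPI/NAD/arsenate coupling system with diaphorase/resazurin was added; resorufin fluorescence (525/598 nm) was read after 20 min.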
Numbers without * were called inactive; [ ] = remark or other dose. Unless noted, calls come from the whole dose curve; as a rule, active = well fitted curve in the direction sought with a large enough effect; inconclusive = small, poorly fitted or top-dose-only effect, or another doubt; inactive = no such curve, though single readings can be large; an effect the other way counts as inactive or inconclusive.

CC(C)(C)NC(=O)C(c1ccc(F)cc1)N(Cc1ccco1)C(=O)Cn1nnc(-c2cccs2)n1 (stereo not drawn) was read as Sm TGR block -1.9%, Shiga inhibitor 9.5, Pf growth 96h inconclusive, Pf growth 48h 5.86µM*, CHX counter 3.4 and FBPA Giardia inh 4.9%.
Cc1cc(C)n(C(=O)c2ccc(C)c(S(=O)(=O)N3CCCCC3)c2)n1 was read as Sm TGR block 3.1%, Shiga inhibitor -6.6, Pf growth 96h 33.5%, CHX counter 17.2 and FBPA Giardia inh 4.0%.
`O=C(O)Cn1c2c(c3ccccc31)CSc1ccc(Cl)cc1-2` gave Sm TGR block -20.0%, Shiga inhibitor -16.3, Pf growth 96h 19.5%, Pf growth 48h -13.5%, CHX counter -4.0 and FBPA Giardia inh 7.08µM*.
CCc1ccc(NC(=O)c2ccc3ncsc3c2)cc1 was read as Sm TGR block 1.1%, Shiga inhibitor 67.6*, Pf growth 96h inactive, Pf growth 48h 138.1%[activator] and CHX counter 44.0*.
Screening CCCCCCCN1CCC(=O)N([C@H](CO)c2ccccc2)CC1 returned Sm TGR block -32.0%, Shiga inhibitor -4.1, Pf growth 96h 33.8%[activator], Pf growth 48h 0.8%, CHX counter -4.1 and FBPA Giardia inh -8.3%.
CCn1ncc(Br)c1C(=O)Nc1ccc(C(C)C)cc1 was read as Sm TGR block -1.9%, Shiga inhibitor 69.0*, Pf growth 96h inconclusive, Pf growth 48h -7.7%[0.00184 µM], CHX counter 63.7* and FBPA Giardia inh -1.3%.
For O=S(=O)(c1ccccc1)c1nc(-c2ccco2)oc1NCCCn1ccnc1 the results were Sm TGR block 39.8µM*, Shiga inhibitor 13.4, Pf growth 48h -5.4%, CHX counter -1.4 and FBPA Giardia inh -26.6%.
Screening CCOc1cccc(OCCNC2CCCC2)c1 returned Sm TGR block 6.3%, Shiga inhibitor 1.2, Pf growth 96h inconclusive, Pf growth 48h -25.6%, CHX counter -2.6 and FBPA Giardia inh inconclusive.
Screening COc1cc(SC)ccc1C(=O)NNC(=O)c1cc(C)oc1C returned Sm TGR block -1.2%, Pf growth 96h 182.6%[activator] and Pf growth 48h 157.8%[activator].
Screening CCCc1nc2ccccc2n1CCc1ccccc1 returned Sm TGR block -11.1%, Shiga inhibitor 32.5, Pf growth 96h 3.7µM*, Pf growth 48h 3.29µM*, CHX counter -4.3 and FBPA Giardia inh 4.5%.
c1ccc(C2Nc3ccccc3-c3nc4ccccc4n32)cc1 (stereo not drawn) was read as Sm TGR block -2.6%, Shiga inhibitor 57.0, Pf growth 48h inconclusive, CHX counter 31.1* and FBPA Giardia inh -10.0%.
CCCNC(=O)Cn1nc(C)n2c(cc3cc(F)ccc32)c1=O was read as Sm TGR block -0.8%, Shiga inhibitor -8.8, Pf growth 96h 5.4%, Pf growth 48h 24.0%, CHX counter 8.5 and FBPA Giardia inh 2.3%.
`COc1ccc(C2=NO[C@@H]3[C@@H]4C[C@@H]([C@H]5C(=O)N(C)C(=O)[C@@H]45)[C@H]23)c(OC)c1` gave Sm TGR block 6.4%, Shiga inhibitor -6.2, Pf growth 96h 51.8%[activator], Pf growth 48h 37.6%[activator], CHX counter 1.3 and FBPA Giardia inh -1.5%.
For CCOC(=O)CSCC(=O)Nc1nnc(-c2cccc([N+](=O)[O-])c2)s1 the results were Sm TGR block 0.4%, Shiga inhibitor -13.7, Pf growth 96h -17.2%, Pf growth 48h 13.7%, CHX counter -4.8 and FBPA Giardia inh 1.0%.
`CC1CCCN(CCSc2ccc(Cl)cc2)C1` (stereo not drawn) gave Sm TGR block 3.8%, Shiga inhibitor 30.3*, Pf growth 96h -20.0%, Pf growth 48h 2.3%, CHX counter -1.3 and FBPA Giardia inh -8.5%.
CC1CCCC(NS(=O)(=O)c2ccc3c(c2)OCCO3)C1C (stereo not drawn) was read as Sm TGR block -10.3%, Shiga inhibitor -15.9, Pf growth 96h inconclusive, Pf growth 48h inconclusive, CHX counter 17.0 and FBPA Giardia inh -5.4%.
Screening CCOc1ccccc1NC(=O)C1CCN(c2nc(-c3ccc(OC)cc3)no2)CC1 returned Sm TGR block 7.3%, Shiga inhibitor -1.9, Pf growth 96h -12.3%, Pf growth 48h 13.6%, CHX counter -2.5 and FBPA Giardia inh -6.2%.
Screening COCCCNC(=S)NNC(=O)c1ccc2c(c1)OCO2 returned Sm TGR block inconclusive, Shiga inhibitor -1.1, Pf growth 96h inconclusive, Pf growth 48h 96.9%[activator], CHX counter 0.4 and FBPA Giardia inh -4.9%.
Screening COc1ccccc1-c1n[nH]c(=S)n1Cc1ccccc1 returned Sm TGR block 0.3%, Shiga inhibitor -4.2, Pf growth 96h -8.9%, Pf growth 48h inconclusive, CHX counter -0.9 and FBPA Giardia inh 22.8%.
For O=C(O)CN=C1NC2(CCCC2)Cc2ccccc21 the results were Sm TGR block -23.3%, Shiga inhibitor -14.3, Pf growth 96h -94.5%, Pf growth 48h inconclusive and CHX counter 6.1.
Cc1cccc2cn[nH]c12 was read as Sm TGR block 17.8%, Shiga inhibitor -12.2, Pf growth 96h inconclusive, Pf growth 48h 15.1%, CHX counter -3.7 and FBPA Giardia inh 0.1%.
`C/C(=N\OCc1ccc(C#N)cc1)c1cc2ccccc2o1` gave Sm TGR block 31.5%, Shiga inhibitor 38.1, Pf growth 96h 7.0%, Pf growth 48h 8.3%, CHX counter -1.2 and FBPA Giardia inh -6.9%.
Screening O=C(c1ccc([N+](=O)[O-])cc1[N+](=O)[O-])N1CCN(C(=O)C2CCCO2)CC1 (stereo not drawn) returned Sm TGR block -6.7%, Pf growth 96h inconclusive and Pf growth 48h -27.2%.
For COC(=O)c1ccc(CN(c2ccccc2OC)S(=O)(=O)c2cccs2)o1 the results were Sm TGR block -0.5%, Shiga inhibitor -2.2, Pf growth 96h inconclusive, Pf growth 48h inconclusive, CHX counter 9.5 and FBPA Giardia inh -8.9%.
Screening OCCNC(=S)NCCc1ccccc1 returned Sm TGR block 2.4%, Shiga inhibitor 18.6, Pf growth 96h 86.2%[activator], Pf growth 48h 15.9%, CHX counter 6.3 and FBPA Giardia inh 0.3%.
`COc1ccc([C@H]2[C@H]3C=CC[C@@H](C)[C@@H]3C(=O)N2Cc2ccccc2)cc1Cl` gave Sm TGR block 11.6%, Shiga inhibitor -2.2, Pf growth 96h inconclusive, Pf growth 48h inconclusive, CHX counter -6.5 and FBPA Giardia inh 7.3%.
CCC(=O)Nc1nc(-c2ccccc2)nc(SC)c1C(C)=O was read as Sm TGR block -4.2%, Shiga inhibitor 4.1, Pf growth 96h inconclusive, Pf growth 48h 4.8%, CHX counter -5.5 and FBPA Giardia inh 2.7%.
Screening Fc1ccc(NC(=S)NCc2ccc3c(c2)OCO3)cc1 returned Sm TGR block -14.0%, Shiga inhibitor 25.1, Pf growth 96h 40.4%[activator], Pf growth 48h -5.2%, CHX counter -1.4 and FBPA Giardia inh -0.7%.
For CC1(C)CC(=O)C2=C(C1)Nc1ncnn1C2c1cccs1 (stereo not drawn) the results were Sm TGR block -1.6%, Shiga inhibitor -10.8, Pf growth 96h -4.6%, Pf growth 48h -3.7%, CHX counter 1.5 and FBPA Giardia inh 1.1%.
CN(C)/C=N/c1c(C#N)cnn1-c1nc2ccccc2s1 was read as Sm TGR block -2.0%, Shiga inhibitor 86.5*, Pf growth 96h -2.8%, Pf growth 48h 82.0%[activator], CHX counter 44.5* and FBPA Giardia inh 5.3%.

The closing 3 records of the part above are carried over, then new ones follow:
Screening Fc1ccc(NC(=S)NCc2ccc3c(c2)OCO3)cc1 returned Sm TGR block -14.0%, Shiga inhibitor 25.1, Pf growth 96h 40.4%[activator], Pf growth 48h -5.2%, CHX counter -1.4 and FBPA Giardia inh -0.7%.
For CC1(C)CC(=O)C2=C(C1)Nc1ncnn1C2c1cccs1 (stereo not drawn) the results were Sm TGR block -1.6%, Shiga inhibitor -10.8, Pf growth 96h -4.6%, Pf growth 48h -3.7%, CHX counter 1.5 and FBPA Giardia inh 1.1%.
CN(C)/C=N/c1c(C#N)cnn1-c1nc2ccccc2s1 was read as Sm TGR block -2.0%, Shiga inhibitor 86.5*, Pf growth 96h -2.8%, Pf growth 48h 82.0%[activator], CHX counter 44.5* and FBPA Giardia inh 5.3%.
For Cc1ccc(S(=O)(=O)N2CCC(C(=O)Nc3ccc(S(=O)(=O)N4CCCC4)cc3)CC2)cc1C the results were Sm TGR block 2.1%, Pf growth 96h inconclusive and Pf growth 48h 11.7µM*.
Screening Cc1ccc(NC(=O)CCC(=O)OCCCC(F)(F)C(F)(F)F)cc1 returned Sm TGR block -24.9%, Shiga inhibitor -10.6, Pf growth 96h -6.1%, Pf growth 48h 92.4%, CHX counter -4.8 and FBPA Giardia inh 10.3%.
For O=C(Cn1cnc2c(nnn2-c2ccc(F)cc2)c1=O)NCC1CCCO1 (stereo not drawn) the results were Sm TGR block -11.5%, Shiga inhibitor 8.9, Pf growth 48h 10.6%, CHX counter -1.7 and FBPA Giardia inh -0.9%.
For COc1ccc(OC)c(-c2csc(NC(=O)COC(=O)C3CCC3)n2)c1 the results were Sm TGR block -5.8%, Pf growth 96h -11.2% and Pf growth 48h -8.8%.
For CCCN1C(=O)C(NC(C)=O)c2cc(OC)ccc21 (stereo not drawn) the results were Sm TGR block -9.9%, Shiga inhibitor -10.9, Pf growth 96h inconclusive, Pf growth 48h -7.1%, CHX counter -2.2 and FBPA Giardia inh -8.0%.
For Cc1cc(NC(=O)CSc2nnc(C(C)N(C)C)n2Cc2ccccc2)no1 (stereo not drawn) the results were Sm TGR block -0.6%, Shiga inhibitor -7.1, Pf growth 96h -24.9%, Pf growth 48h 17.8%, CHX counter -1.7 and FBPA Giardia inh 3.1%.
Screening Nc1ccc(C23CC4CC(CC(CO)(C4)C2)C3)cc1 returned Sm TGR block 12.6%, Shiga inhibitor 11.8, Pf growth 96h inconclusive, Pf growth 48h -4.3%, CHX counter 19.3* and FBPA Giardia inh 0.6%.
For O=C1CN(C(=O)COC(=O)Cc2ccccc2)c2ccccc2N1 the results were Sm TGR block -3.2%, Shiga inhibitor -8.3, Pf growth 96h 36.2%[activator], Pf growth 48h -14.6%, CHX counter 10.3 and FBPA Giardia inh 3.8%.
Screening O=C(Nc1ccc(NC(=O)C23CC4CC(CC(C4)C2)C3)cn1)c1ccco1 returned Sm TGR block -0.3%, Shiga inhibitor 69.3*, Pf growth 96h inconclusive, Pf growth 48h 23.0%, CHX counter 48.3* and FBPA Giardia inh 0.5%.
`Fc1cccc(CNc2ncnc3ccc(-c4ccccc4Cl)cc23)c1` gave Sm TGR block 2.7%, Pf growth 96h 2.08µM* and Pf growth 48h 5.86µM*.
`COc1ccc(-c2csc(N3CCC(c4ccccc4)C3)n2)cc1` (stereo not drawn) gave Sm TGR block 2.3%, Shiga inhibitor 12.8, Pf growth 96h 21.5%, Pf growth 48h 35.1%[activator], CHX counter 11.3 and FBPA Giardia inh -3.6%.
`Cc1ccc(N(CC(=O)NC2CCCC2)C(=O)CNC(=O)c2cccs2)c(C)c1` gave Sm TGR block 0.4%, Shiga inhibitor -14.0, Pf growth 96h inconclusive, Pf growth 48h -22.1%, CHX counter -3.8 and FBPA Giardia inh 9.4%.
O=C(C1CCCN(S(=O)(=O)c2cccnc2)C1)N1CCn2c1nc1ccccc12 (stereo not drawn) was read as Sm TGR block -1.7%, Shiga inhibitor -0.9, Pf growth 96h inconclusive, Pf growth 48h 15.7%, CHX counter 4.5 and FBPA Giardia inh -8.2%.
